NPY-Y2 antag = NPY-Y2 (human) receptor antagonism; NPY-Y2 expressing cells, antagonist mode; inhibition, % at 2.7 µM; hit rate 0.99% among 140,000; AID 793; in the data active = inhibition above about 17%;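 also: 0% = vehicle with agonist challenge and 100% = reference antagonist with challenge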
Target sequence (P49146 whole entry, looked up): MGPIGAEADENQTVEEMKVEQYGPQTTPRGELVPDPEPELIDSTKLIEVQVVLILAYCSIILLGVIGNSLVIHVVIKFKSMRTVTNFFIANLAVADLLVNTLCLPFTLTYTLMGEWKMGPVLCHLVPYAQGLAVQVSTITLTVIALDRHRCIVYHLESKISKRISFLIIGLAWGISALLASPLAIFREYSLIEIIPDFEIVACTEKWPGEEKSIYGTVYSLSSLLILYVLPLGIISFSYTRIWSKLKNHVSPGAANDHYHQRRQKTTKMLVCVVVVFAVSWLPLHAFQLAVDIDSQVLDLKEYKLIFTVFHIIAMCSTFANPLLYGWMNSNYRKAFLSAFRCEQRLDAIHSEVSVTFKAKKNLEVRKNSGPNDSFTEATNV
GALR2 antag = blocks the human galanin receptor 2; O43603; GALR2-expressing cells, antagonist mode; inhibition, % at 4 µM; hit rate 0.39% among 140,000; in the data active = inhibition above about 27%;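 also: cells stimulated with galanin 1-16 at roughly its EC80; 0% = agonist challenge control and 100% = basal control without agonist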
Target sequence (O43603 whole entry, looked up): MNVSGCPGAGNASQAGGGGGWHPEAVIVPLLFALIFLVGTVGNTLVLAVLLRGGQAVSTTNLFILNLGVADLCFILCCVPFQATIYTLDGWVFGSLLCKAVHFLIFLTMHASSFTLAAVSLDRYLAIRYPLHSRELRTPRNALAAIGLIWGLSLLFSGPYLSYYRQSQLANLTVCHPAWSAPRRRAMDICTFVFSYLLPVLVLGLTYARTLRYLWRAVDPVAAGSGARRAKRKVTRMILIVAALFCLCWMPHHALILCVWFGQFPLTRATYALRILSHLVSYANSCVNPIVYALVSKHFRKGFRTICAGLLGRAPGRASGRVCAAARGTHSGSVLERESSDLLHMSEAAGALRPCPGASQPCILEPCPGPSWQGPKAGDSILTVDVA
Phagocytosis inh = macrophage phagocytosis inhibition | hit rate 0.07% among 110,000 | AID 1029 | inhibition, % at 5 µM | J774A.1 macrophage IgG-bead phagocytosis, imaging;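 active = inhibition above the mean of the plate negative controls plus 5 SD, cut at about 13% in these data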;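 also: phagocytic index as fraction of beads internalized from green versus red external bead signal; plate controls were DMSO negative control for no effect and cytochalasin-D positive control for full effect; some results beyond the cut were filed as inactive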
PTEN del growth = suppresses growth of cells with PTEN deletion. HCT116 PTEN-null viability, CellTiter-Glo, 60 h; stronger effect = lower value. viability, % at 10 µM. hit rate 1.2% among 140,000. AID 827;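 active = viability at or below a set limit, 4 SD under the median of all tested compounds, cut at about 3.7% in these data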;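 also: PTEN knockout HCT116 line with beta catenin targeted HCT116 as companion control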
E-sel TNF inh = TNF alpha driven E-selectin expression inhibition. HUVEC TNFa-induced E-selectin immunofluorescence, high content. inhibition, % at 2 µM. hit rate 0.71% among 120,000. AID 1246;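 active = inhibition above the batch mean plus 3 SD, and confirmed as a hit on visual image review, cut at about 43% in these data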;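 also: 0% = TNF-stimulated DMSO wells and 100% = unstimulated control wells; not every result past the cut was called active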
bCat KO growth = beta-catenin-lacking colon tumor cell growth suppression; HCT116 beta-catenin knockout viability, CellTiter-Glo, 60 h; stronger effect = lower value; viability, % at 10 µM; hit rate 1.5% among 140,000; AID 818;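 active = viability at or under a set limit, the compound median less 4 SD, cut at about 6% in these data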;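 also: 0% = Hyamine 1622 control at 20 µM and 100% = untreated cell control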
Measles CPE = protection of cells from measles virus. Measles virus-infected cells, CPE protection, absorbance. protection (pct of control), % at 4 µM. hit rate 1.5% among 140,000. AID 841; in the data active = protection mostly above about 24%, no sharp cut-off; inactive = mostly below about 26%; also: some compounds called inactive have numbers as strong as hits
Yeast life ext = extends the lifespan of yeast; hit rate 0.68% among 130,000; S. cerevisiae growth with nicotinamide, OD615; deaD strain in restrictive glucose medium; inhibition of the nicotinamide effect, % at 10 µM;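 active = inhibition above a set limit, placed 3 SD over the median of all compounds, cut at about 26% in these data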;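 also: 0% = nicotinamide-treated wells and 100% = cells grown without nicotinamide; some compounds called inactive have numbers as strong as hits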
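assay system = DeaD-strain S. cerevisiae | buffer or medium = restrictive glucose medium | reagent = 1.5 mM nicotinamide | compound = 10 µM single point, 0.25% DMSO | incubation = 48 h compound exposure at 30 °C, humidified | signal = OD615 measurement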
BB579 growth dn = yeast BB579 growth reduction in restrictive medium; S. cerevisiae BB579 growth, OD615, 48 h; inhibition, % at 10 µM; hit rate 0.51% among 140,000;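 active = inhibition above a set limit, 3 SD over the mean compound inhibition, cut at about 44% in these data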; also: inactives centre near -24
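Detection: OD615 turbidity measurement; Material: Saccharomyces cerevisiae DeaD strain BB579, replicative lifespan model yeast; Timing: 48 h exposure, 30 °C; Doses: single 10 µM dose; Medium: CSMM-D restrictive synthetic medium containing dextrose (glucose); Controls: amphotericin B at 10 µg/mL as positive control.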
MRP-1 activ = activates MRP-1 | hit rate 0.61% among 140,000 | H69AR cells + doxorubicin, viability rescue, CellTiter-Glo | AID 799 | viability increase, % at 10 µM;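 active = viability gain under doxorubicin at or above a set limit, the compound median plus 3 SD, cut at about 4.7% in these data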;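 also: MRP-1 overexpressing cells given doxorubicin 25 µM after compound pretreatment; 18-22 h compound pretreatment then 72 h with doxorubicin before readout; 0% = doxorubicin-only wells and 100% = vehicle-treated cells without doxorubicin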
Numbers without * were called inactive; / = no result given.

Each structure is followed by: NPY-Y2 antag, GALR2 antag, Phagocytosis inh, PTEN del growth, E-sel TNF inh, bCat KO growth, Measles CPE, Yeast life ext, BB579 growth dn, MRP-1 activ
CCn1c(SCC(=O)N2CCCc3ccccc32)nnc1-c1c[nH]c2ccccc12
→ 4, -5, 0, 82, -3, 94, 5, -15, -12, -3.5
CCS(=O)(=O)n1nc(-c2ccc(OC)cc2)nc1SC
→ 2, 18, -2, 87, 4, 101, 35, -14, -47, 2.0
CCCOc1cccc(C(=O)NC(=S)Nc2cccc(C(F)(F)F)c2)c1
→ 6, -8, -1, 104, -20, 98, 17, -9, -20, -0.1
O=C(O)CC1CCCC(c2ccccc2)C1=O (centres undefined)
→ 0, 3, /, 98, -32, 106, 14, /, -42, -1.7
Cc1cc2cc(C)c3nnc(SCC(=O)NCc4ccc5c(c4)OCO5)n3c2cc1C
→ 1, 6, /, 85, 0, 81, 6, -3, 5, 0.3
O=C(NC(CO)Cc1ccccc1)c1ccccc1 (centres undefined)
→ 1, 4, -4, 98, 19, 91, 6, 0, -3, 1.4
CSCCC(NC(N)=O)C(=O)NCc1ccc(Cl)cc1 (centres undefined)
→ -1, 6, 2, 91, -24, 95, 5, -7, -7, 0.6
COc1ccc(NC(=O)CC(=O)Nc2ccc(OC)cc2OC)c(OC)c1
→ 6, -4, /, 104, -2, 101, 12, -6, -77, 0.1
CCOC(=O)c1sc(NC(=O)COC(=O)CNC(=O)c2ccco2)c(C(=O)OCC)c1C
→ 3, -1, 7, 84, /, 85, 10, -4, -25, -0.3
O=C(CN1C(=O)CC(c2ccccc2)=Nc2ccccc21)NCc1ccccc1
→ -1, 7, /, 89, 3, 99, 32, /, -36, -1.2
O=C(COC(=O)[C@@H]1CCCN1C(=O)c1cccs1)NCCc1ccccc1
→ 0, 6, 0, /, -17, 94, 17, -1, -46, 0.3
Cc1ccc(NC(=O)c2ccc(CNc3c(N4CCOCC4)c(=O)c3=O)cc2)cc1
→ -1, -5, 0, 93, 3, 79, 3, -5, 7, -1.3
Cc1cc(C(C)(C)C)ccc1OCCn1ccnc1
→ 4, -11, 0, 80, 6, 84, 8, -10, -6, -2.9
C=CCNC(=O)c1onc(CSc2cccc(OC)c2)c1C(=O)O
→ 9, 12, /, 100, 16, 90, 21, -3, -80, -1.2
CCC(C)NCC(=O)Nc1sc2c(c1C(N)=O)CCC2 (centres undefined)
→ 3, 5, -1, 100, 10, 102, 3, -4, -34, 2.1

(cont.)
Each structure is followed by: NPY-Y2 antag, GALR2 antag, Phagocytosis inh, PTEN del growth, E-sel TNF inh, bCat KO growth, Measles CPE, Yeast life ext, BB579 growth dn, MRP-1 activ
O=C(Nc1cccc(NC(=O)c2ccco2)c1)c1cnccn1
→ 1, -2, /, 97, 36, 86, 8, /, -20, -1.7
C#CC(CC)(CC)NC(=S)Nc1cccc(C(C)=O)c1
→ 4, 1, /, 71, /, 69, 5, /, -34, -1.4
CCOc1ccccc1N(C(=O)CNC(=O)c1ccco1)C(C(=O)NC(C)(C)C)c1ccncc1 (centres undefined)
→ 3, 3, 1, 96, /, 95, 3, -6, -23, -1.4
COc1ccc2occ(C(=O)c3cccs3)c2c1
→ 0, 0, 0, 63, 19, 63, 12, -11, -4, -1.3
Cc1c(C)n(CC(O)CN2CCOCC2)c2ccccc12 (centres undefined)
→ 4, 11, 0, 96, -25, 91, 4, -7, 5, -2.2
O=C(CSc1ccccc1Cl)c1ccco1
→ 3, 5, 0, 96, -12, 106, 5, -14, -43, -0.3
O=C(c1ccco1)N1CCC(n2nnc3ccccc32)CC1
→ -1, -7, 1, 92, 8, 96, 12, -6, 4, -0.3
Cc1nn(Cc2ccccc2)c2c1C(c1ccc(Cl)cc1)C(C#N)=C(N)O2 (centres undefined)
→ -2, -4, /, 100, -38, 96, 2, /, -31, 1.1
CC1=C(C(=O)OCC(C)C)C(c2cc3c(cc2Br)OCO3)NC(=O)N1C (centres undefined)
→ 4, -8, -4, 86, -4, 85, 6, -5, 2, -3.2
CCN(CC)CCCNc1oc(-c2cccc(Cl)c2)nc1C#N
→ 1, -6, -1, 48, 15, 40, 2, -18, 25, -5.3
CC(C)c1ccc(-c2c(C#N)c(N)nc(SCC(=O)N3CCCCC3)c2C#N)cc1
→ -3, 0, 1, 87, /, 90, 33*, 4, 12, -4.2
N#CC(c1ccccc1)c1ccc2c(C(F)(F)F)cc(C(F)(F)F)nc2n1 (centres undefined)
→ -5, -8, -1, 8, 1, 14, 13, -6, -10, -2.3
CC1CCCCN1S(=O)(=O)c1ccc(C(=O)Nc2nnc(-c3ccccc3Cl)o2)cc1 (centres undefined)
→ -3, -3, -1, 17, /, 23, 1, -4, -13, -3.4
CCCn1c(C2CC(=O)N(c3cc(OC)ccc3OC)C2)nc2ccccc21 (centres undefined)
→ 1, 9, -2, 101, 14, 89, 7, -9, -7, -2.8
COC(=O)c1ccc(N)c(N=CC2=C(O)CC(C)(C)CC2=O)c1
→ 1, -5, -5, 79, /, 87, 16, 9, -27, -4.5

Whole records as entered above. Screens in order: NPY-Y2 antag, GALR2 antag, Phagocytosis inh, PTEN del growth, E-sel TNF inh, bCat KO growth, Measles CPE, Yeast life ext, BB579 growth dn, MRP-1 activ
Entry for CCOC(=O)c1sc(NC(=O)COC(=O)CNC(=O)c2ccco2)c(C(=O)OCC)c1C : 3, -1, 7, 84, /, 85, 10, -4, -25, -0.3
Entry for O=C(c1ccco1)N1CCC(n2nnc3ccccc32)CC1 : -1, -7, 1, 92, 8, 96, 12, -6, 4, -0.3

Quoted at random: 5 entries already listed, in no set order.
Each structure is followed by: NPY-Y2 antag, GALR2 antag, Phagocytosis inh, PTEN del growth, E-sel TNF inh, bCat KO growth, Measles CPE, Yeast life ext, BB579 growth dn, MRP-1 activ
C#CC(CC)(CC)NC(=S)Nc1cccc(C(C)=O)c1
→ 4, 1, /, 71, /, 69, 5, /, -34, -1.4
CCN(CC)CCCNc1oc(-c2cccc(Cl)c2)nc1C#N
→ 1, -6, -1, 48, 15, 40, 2, -18, 25, -5.3
Cc1ccc(NC(=O)c2ccc(CNc3c(N4CCOCC4)c(=O)c3=O)cc2)cc1
→ -1, -5, 0, 93, 3, 79, 3, -5, 7, -1.3
CCS(=O)(=O)n1nc(-c2ccc(OC)cc2)nc1SC
→ 2, 18, -2, 87, 4, 101, 35, -14, -47, 2.0
O=C(CN1C(=O)CC(c2ccccc2)=Nc2ccccc21)NCc1ccccc1
→ -1, 7, /, 89, 3, 99, 32, /, -36, -1.2

More results follow.
Each structure is followed by: NPY-Y2 antag, GALR2 antag, Phagocytosis inh, PTEN del growth, E-sel TNF inh, bCat KO growth, Measles CPE, Yeast life ext, BB579 growth dn, MRP-1 activ
CCOC(=O)CC(=O)CSc1nc2c(c(-c3cccs3)c1C#N)CCC2
→ 8, -9, -8, 101, -38, 103, 21, 8, -23, -0.1
Clc1cccc(NCc2nnc(SCc3ccc(Cl)cc3Cl)o2)c1
→ 8, -5, /, 54, -50, 53, 9, /, -18, -0.8
CCCCC1C(C#N)=C(C)NC2=C1C(=O)CC(C)(C)C2 (centres undefined)
→ 2, -3, 1, 93, 0, 91, 24, -6, -40, -1.7
CN(CC(=O)Nc1ccc(N2CCOCC2)cc1)CC(=O)Nc1ccccc1[N+](=O)[O-]
→ 3, 0, -8, 93, /, 95, 21, 2, -35, -2.9
CCNc1ccc(S(=O)(=O)N(C)C)cc1NCC(=O)Nc1c(F)cccc1F
→ 5, 7, -4, 96, /, 84, 2, 4, -25, -0.3
Cc1ccc(OCCC(=O)Nc2ccc(F)c(Cl)c2)cc1
→ 9, 3, -9, 98, /, 98, 8, 1, -25, 0.1
c1ccc2c(c1)ncc1cccn12
→ -1, 8, 0, 97, /, 98, 21, -20, -15, -2.5
COc1cccc(OC)c1C(=O)Nc1ccc(NC(=O)c2ccco2)cc1
→ 1, 6, -2, 111, 49, 100, 12, 5, -17, -0.5
O=C1C(Cc2ccc(Br)cc2)SC(=Nc2ccccc2)N1c1ccccc1 (centres undefined)
→ -2, -3, 1, 68, 7, 73, 13, 4, -10, -0.9
CCc1ccc(NC(=O)CO/N=C(\C)c2cc3ccccc3o2)cc1
→ 6, -1, -17, 83, /, 83, 6, -4, -13, 1.7
COc1ccc(OC)c(NC(=S)NCc2cccs2)c1
→ 1, 8, /, 92, /, 84, 11, -5, -16, -3.1
CN(O)/C=C1\C(=O)Nc2ccccc21
→ 2, 9, 0, 96, -15, 91, 2, -6, -63, -1.3
O=C1NC(=O)C(CC(=O)N(Cc2cccs2)C2(C(=O)NC3CCCC3)CCCCC2)N1 (centres undefined)
→ 3, 8, -9, 99, -3, 91, 2, 0, 2, -1.1
O=C(Nc1ccc(NC(=O)c2ccc(S(=O)(=O)c3ccccc3)cc2)cc1)c1ccccc1
→ 1, 3, 0, 100, -15, 96, 9, -11, -44, -2.7
CC(Sc1nnc2ccccn12)C(=O)Nc1ccc(Cl)cn1 (centres undefined)
→ 2, 4, -2, 94, /, 96, 2, 9, -12, -0.5

(next part)
Each structure is followed by: NPY-Y2 antag, GALR2 antag, Phagocytosis inh, PTEN del growth, E-sel TNF inh, bCat KO growth, Measles CPE, Yeast life ext, BB579 growth dn, MRP-1 activ
CCN1CCN(CC(=O)Nc2ccc3c(c2)OCO3)C(=O)C1=O
→ 2, -6, /, 102, /, 99, 1, -3, -26, -2.2
Cc1ccc(C2CC(c3cccc(C)c3)n3ncnc3N2)cc1 (centres undefined)
→ /, /, 0, 80, /, 83, 2, -9, 4, -2.9
CCCCNCc1cc(OC)c(OCC(N)=O)cc1Br
→ 3, -4, /, 102, 14, 92, 1, /, -35, -0.7
Cn1c(=O)c2c(ncn2CC(=O)OCC(=O)Nc2cc(Cl)ccc2Cl)n(C)c1=O
→ 1, -6, 0, 88, /, 91, 12, -4, -49, -0.5
CC1CC(C)CN(CCCNC(=O)c2csc3c2CCCC3)C1 (centres undefined)
→ 7, -7, /, 66, -4, 72, 1, 2, -2, -1.2
CCCCSc1cc(C)nc2ncnn12
→ 1, 10, 0, 97, -9, 91, 23, /, 2, -0.8

Molecules shown so far with a COOH group (2):
Each structure is followed by: NPY-Y2 antag, GALR2 antag, Phagocytosis inh, PTEN del growth, E-sel TNF inh, bCat KO growth, Measles CPE, Yeast life ext, BB579 growth dn, MRP-1 activ
O=C(O)CC1CCCC(c2ccccc2)C1=O (centres undefined)
→ 0, 3, /, 98, -32, 106, 14, /, -42, -1.7
C=CCNC(=O)c1onc(CSc2cccc(OC)c2)c1C(=O)O
→ 9, 12, /, 100, 16, 90, 21, -3, -80, -1.2

Source: PubChem BioAssay (several laboratories)
